# MT stabilize HCS: microtubule stabilization, imaging screen; % tubulin-high responders, % at 10 µM; 0.83% of 200,000 active; HeLa tubulin immunostaining HCS, 24 h; share of cells brighter than vehicle mean+2SD;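 active means plate Z-score above 3 for both tubulin-high and condensed-nucleus cell shares, with cell loss under 80%, at 10 µM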;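 further: anti alpha tubulin signal scored within the nucleus-defined area of each cell; some results filed as inactive read as strong as hits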
# Autophagy mod: autophagy modulation, high-content screen | MEF GFP-LC3 puncta imaging; test concentration mostly 10 µM | calls only at 10 µM (by protocol) | 0.98% of 190,000 active | AID 463193;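 active means percentage of spot-positive cells more than 3 SD above its plate mean, without a fluorescence outlier flag or 80% toxicity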;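 further: spot-positive cell cutoff set from DMSO-treated cells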
# M17LAP inhibition: P. falciparum M17LAP inhibitors, primary screen, biochemical, fluorogenic H-Leu-NHMec substrate, 1536-well (AID 1619); 0.38% of 220,000 active; recombinant M17LAP, H-Leu-NHMec fluorogenic kinetic assay; higher % means a stronger effect; inhibition, % at 30 µM; hits with a dose series show IC50 in µM;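 active means compound inhibiting the enzyme by more than half at any dose during confirmatory dose-response retesting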;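 further: plate controls were full reaction with DMSO carrier for no effect and no enzyme background for full effect; strong numbers were not always called active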
# b-catenin transl: alters nuclear translocation of beta-catenin in HeLa cells. immunofluorescence imaging. nuclear translocation activity, % at 5 µM. 0.3% of 190,000 active;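 active means nuclear translocation activity above 50% at 5 µM, with a well cell count of 50 or more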;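 further: per-cell ratio of nuclear to cytoplasmic median beta-catenin stain intensity; plate controls were DMSO negative control for no effect and GSK-3 inhibitor IX positive control for full effect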
#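 assay system = human HeLa cells, endogenous beta-catenin | times = compound treatment 24 h, 37°C, 5% CO2 | detection = Anti-beta-catenin immunofluorescence on PFA-fixed, Triton-permeabilized cells, DAPI nuclei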
# Ins promoter up: MIN6 insulin promoter up-regulation | MIN6 insulin promoter-GFP reporter, high-content imaging; hits give high values | z-score at 5 µM | 0.3% of 190,000 active;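 active means z-score above 3 at 5 µM with at least 500 cells counted in the well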
# K1F lysis inhibition: inhibition of K1F phage lysis, E. coli UTI89, bacterial capsule biogenesis inhibitors, alamar blue (AID 488966); E. coli UTI89 K1F phage lysis, alamar blue, 2 h; higher % means a stronger effect; one-dose inhibition, % at 100 µM; IC50 in µM for titrated hits; 0.02% of 340,000 active;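 active means phage lysis inhibition, versus mean bacterial control, above a set limit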;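 further: capsule biogenesis inhibitors block K1F phage lysis so surviving cells raise fluorescence; higher fluorescence means more inhibition of phage lysis; actives were called in the ten point dose series up to 300 µM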
# M1AAP inhibition: malaria alanyl aminopeptidase activity blockers – biochemical, fluorogenic H-Leu-NHMec substrate, 1536-well (AID 1445). recombinant M1AAP, H-Leu-NHMec fluorogenic kinetic assay; higher % means a stronger effect. one-dose inhibition, % at 30 µM; IC50 in µM for titrated hits. 0.42% of 220,000 active;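 active means primary inhibition above the hit cutoff, then over 50% inhibition at one or more dose response concentrations, cut at about 23% in these data, passing the limit was not always enough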;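 further: plate controls were DMSO full reaction for no effect and no enzyme background for full effect; strong numbers were not always called active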
# Dynein transport: blocks dynein driven cargo transport along microtubules; 3617.4 mouse cells, GR-EGFP nuclear translocation imaging; test concentration mostly 20 µM; stimulated with dexamethasone, 1 µM; hits give low values; z-score, hits read low; 0.47% of 220,000 active; AID 1381;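 active means plate z-score of nuclear minus cytoplasmic receptor signal below a set negative limit, without overly bright fluorescence or cell loss, cut at about -3.5 in these data, passing the limit was not always enough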;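 further: z-score of nuclear minus cytoplasmic ring GR-EGFP intensity difference per well; some compounds called inactive have numbers as strong as hits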
#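 Also added: dexamethasone, 1.0 µM final. Medium: tet-free, stripped-serum medium. Detection: fixed, Hoechst-stained cells imaged at 10x for EGFP. Read-out: nuclear-to-cytoplasmic GR-EGFP distribution per well. Times: induction 48 h, compound 1 h, agonist 30 min.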
# CSM14.1 death rescue: rescue of cells from ER stress-induced death, primary screen, 384-well, CSM14.1, thapsigargin, ATP luminescence (AID 1222) | CSM14.1 thapsigargin-induced death rescue, ATP luminescence; higher % means a stronger effect | one-dose cellular ATP content (survival), % at 20 µM; EC50 in µM for titrated hits | 190,000 tested, under 10 active;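 active means EC50 below 50 µM in the dose-response confirmation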;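 further: death triggered by thapsigargin at about 15 µM added after 2 h compound pretreatment; cell ATP read after overnight thapsigargin exposure of roughly 18 to 22 hours; normalized against plate controls of thapsigargin alone and 5% DMSO vehicle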
# Dynein transport cytoplasmic EGFP: also measured in Dynein transport; calls as there; z-score; measured here: cytoplasmic GR-EGFP intensity; hits give high values
# Dynein transport nuclear GR-EGFP: also measured in Dynein transport; calls as there; z-score; measured here: nuclear GR-EGFP intensity;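 lower value marks the stronger effect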
# Dynein transport cell count: also measured in Dynein transport; calls as there; z-score; measured here: cell count per field
# Ins promoter up cell count: also measured in Ins promoter up; calls as there; cell count; measured here: cytotoxicity, nuclei count;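 total cells summed across four imaged fields per well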
# b-catenin transl cell count 5 µM: recorded beside b-catenin transl, whose call it bears; cell count; measured here: cell count, cytotoxicity flag
# MT stabilize HCS Hoechst-high %: second read-out of MT stabilize HCS, no call of its own (marks repeat the call); % Hoechst-high responders; measured here: nuclear condensation Hoechst responders;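 share of cells brighter than vehicle mean plus two SD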
# MT stabilize HCS cytotoxicity %: further read-out of MT stabilize HCS, marked with its call; toxicity, %; measured here: cytotoxicity by cell density;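 0% = mean cell density of plate MIN control wells and 100% = no cells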
# Autophagy mod cell loss 18 h: second read-out of Autophagy mod, no call of its own (marks repeat the call); toxicity, %; measured here: cell loss, nuclei count;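 cell loss after 18 h compound exposure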
# Numbers without * were called inactive; i = inactive; / = not tested or not shown; [ ] = dose if it differs, or a comment.
(1) COC(=O)C1=C(C)N(C)C(=S)NC1c1cc(OC)ccc1OC (stereo unspecified)
(2) COc1ccc2c(c1OC)C(=O)N(c1cccc(C)c1)C2=O
(3) Cc1cc(NC(=O)CCN2C(=O)C3C4CCC(C4)C3C2=O)c(C)cc1Br (stereo unspecified)
(4) O=c1oc2ccccc2c(N2CCCCC2)c1CN1CCCC1
(5) Cc1csc2c(NC3CCN(Cc4ccccc4)CC3)ncnc12
(6) CCS(=O)(=O)c1nc(S(=O)(=O)c2ccc(Cl)cc2)c(NCc2ccccn2)s1
(7) COc1ccc2ccccc2c1/C=N/NC(=O)c1cccc(Br)c1
(8) Cc1cc(NC(=O)Cn2nc(-c3ccccc3F)ccc2=O)ccc1-n1cnnn1
assay / entry	1	2	3	4	5	6	7	8
MT stabilize HCS	1.8	3.6	1.8	3.1	/	3.0	1.7	5.2
MT stabilize HCS Hoechst-high %	1.4	1.9	1.7	1.6	/	2.4	4.6	2.6
MT stabilize HCS cytotoxicity %	8.9	0.6	8.6	4.1	/	3.1	9.8	6.3
Autophagy mod	i	i	i	i	/	i	i	i
Autophagy mod cell loss 18 h	0	16	-4	6	/	19	4	4
M17LAP inhibition	4%	-4%	14µM*	29%	0%	-1%	-2%	-1%
b-catenin transl	0.9	-0.5	-3.4	3.0	3.8	-1.8	0.8	0.0
b-catenin transl cell count 5 µM	1128	756	1392	586	1309	1102	514	868
Ins promoter up	/	0.66	-0.37	/	/	/	-0.07	0.38
Ins promoter up cell count	/	892	1445	/	/	/	1306	1101
K1F lysis inhibition	-0.6%	0.4%	0.2%	-0.9%	-0.7%	0.3%	1.4%	-0.5%
M1AAP inhibition	10%	5%	0%	0%	1%	3%	7%	2%
Dynein transport	0.99	3.7	-0.15	0.73	-0.13	2.6	-0.84	1.3
Dynein transport cytoplasmic EGFP	0.6	-0.11	-0.21	-0.22	-0.25	-0.24	-0.33	-0.15
Dynein transport nuclear GR-EGFP	0.79	2	-0.23	0.86	0.41	1.4	-0.74	1.2
Dynein transport cell count	-0.29	-2.1	0.42	-1.3	0.38	-1.3	1.3	-1.8
CSM14.1 death rescue	-1.0%	-0.2%	2.1%	-2.0%	/	-0.6%	-0.8%	-2.3%

(9) Cn1nnnc1SCC(=O)Nc1ccc(Cl)cc1Cl
(10) CCCOc1ccc(C(=O)NNC(=S)NC(=O)c2ccco2)cc1
(11) O=c1c2ccccc2nc2n1C1(CCCCC1)Cc1ccccc1-2
(12) Cc1ccc(N(CC(=O)Nc2ccccc2-c2ccccc2)S(=O)(=O)c2ccccc2)c(C)c1
(13) CC(=O)NC(CC(=O)Nc1cccc(S(=O)(=O)N2CCCCC2)c1)c1ccccc1 (stereo unspecified)
(14) COCCNC(=O)/C(C#N)=C/c1ccccc1Br
(15) CCCc1ccc(OCc2ccc(C(=O)Nc3cccc(C)n3)o2)c(OC)c1
(16) O=C(CSc1nc2ccccc2s1)N/N=C/c1ccc(C(=O)O)cc1
assay / entry	9	10	11	12	13	14	15	16
MT stabilize HCS	4.8	/	2.8	3.2	1.6	3.8	5.7	1.1
MT stabilize HCS Hoechst-high %	3.0	/	2.1	2.5	1.3	1.8	0.9	1.7
MT stabilize HCS cytotoxicity %	8.1	/	5.5	4.5	18	8.9	4.1	7.4
Autophagy mod	i	/	i	i	i	i	i	i
Autophagy mod cell loss 18 h	6	/	-10	7	-18	25	-35	11
M17LAP inhibition	/	3%	9%	9%	-2%	11%	-2%	47%
b-catenin transl	-1.6	-0.5	-17	2.5	/	-0.7	0.0	-5.0
b-catenin transl cell count 5 µM	968	1399	1250	979	/	1078	1528	1077
Ins promoter up	-1.1	0.19	/	/	-0.62	0.56	-0.1	-0.08
Ins promoter up cell count	1274	1056	/	/	870	1612	1465	1641
K1F lysis inhibition	/	11%	2.8%	0.1%	-0.2%	0.4%	-0.4%	0.3%
M1AAP inhibition	/	-6%	10%	2%	-2%	10%	0%	7%
Dynein transport	2.3	3.3	-0.04	-0.93	-0.091	-0.15	1.3	1.1
Dynein transport cytoplasmic EGFP	0.61	-0.00036	-0.16	-0.29	-0.18	-0.26	0.043	-0.1
Dynein transport nuclear GR-EGFP	1	1.8	0.14	0.2	0.2	0.12	1.2	0.57
Dynein transport cell count	-1.2	-2	-0.28	0.35	0.15	0.27	-1.3	-0.96
CSM14.1 death rescue	0.8%	/	-3.2%	-2.0%	0.5%	-2.0%	-0.9%	-1.0%

# Record cards, from the list above. Order of screens: MT stabilize HCS | MT stabilize HCS Hoechst-high % | MT stabilize HCS cytotoxicity % | Autophagy mod | Autophagy mod cell loss 18 h | M17LAP inhibition | b-catenin transl | b-catenin transl cell count 5 µM | Ins promoter up | Ins promoter up cell count | K1F lysis inhibition | M1AAP inhibition | Dynein transport | Dynein transport cytoplasmic EGFP | Dynein transport nuclear GR-EGFP | Dynein transport cell count | CSM14.1 death rescue
# `Cn1nnnc1SCC(=O)Nc1ccc(Cl)cc1Cl` across the screens: 4.8 | 3.0 | 8.1 | i | 6 | / | -1.6 | 968 | -1.1 | 1274 | / | / | 2.3 | 0.61 | 1 | -1.2 | 0.8%
# `CCCc1ccc(OCc2ccc(C(=O)Nc3cccc(C)n3)o2)c(OC)c1` across the screens: 5.7 | 0.9 | 4.1 | i | -35 | -2% | 0.0 | 1528 | -0.1 | 1465 | -0.4% | 0% | 1.3 | 0.043 | 1.2 | -1.3 | -0.9%
# `CCCOc1ccc(C(=O)NNC(=S)NC(=O)c2ccco2)cc1` across the screens: / | / | / | / | / | 3% | -0.5 | 1399 | 0.19 | 1056 | 11% | -6% | 3.3 | -0.00036 | 1.8 | -2 | /
# `Cc1ccc(N(CC(=O)Nc2ccccc2-c2ccccc2)S(=O)(=O)c2ccccc2)c(C)c1` across the screens: 3.2 | 2.5 | 4.5 | i | 7 | 9% | 2.5 | 979 | / | / | 0.1% | 2% | -0.93 | -0.29 | 0.2 | 0.35 | -2.0%
# `O=c1c2ccccc2nc2n1C1(CCCCC1)Cc1ccccc1-2` across the screens: 2.8 | 2.1 | 5.5 | i | -10 | 9% | -17 | 1250 | / | / | 2.8% | 10% | -0.04 | -0.16 | 0.14 | -0.28 | -3.2%

# Continuation.
(17) Cc1ccc(S(=O)(=O)NCC(=O)Nc2ccc(C(F)(F)F)cc2)cc1
(18) CC(=O)Nc1ccc2c(c1)OCCOCCOc1cc(NC(C)=O)ccc1OCCOCCOCCO2
(19) Cc1cccc(CC(C)NC(=O)CCc2nnc(-c3ccccc3)o2)n1 (stereo unspecified)
(20) Cn1c(=O)c2c(ncn2CC(COCc2ccccc2Cl)OCc2ccccc2Cl)n(C)c1=O (stereo unspecified)
(21) Cc1cc(/C=N/n2cnnc2)c(C)n1-c1ccc(OCc2ccc(Cl)cc2Cl)cc1
(22) CC1=C(C(=O)Nc2ccccc2C)C(c2ccc(C)o2)N2C(=O)CSC2=N1 (stereo unspecified)
(23) COc1cc2[nH]c(=O)n(CCCC(=O)N3CC=C(c4ccccc4)CC3)c(=O)c2cc1OC
(24) Cc1nc(C)c(-c2csc(NCCc3ccccc3)n2)s1
(25) CN(CC(=O)Nc1ccc2c(c1)OCO2)S(=O)(=O)c1ccc2c(c1)CCC(=O)N2
(26) Cc1cc(N2CCN(S(=O)(=O)c3ccc4c(c3)OCCO4)CC2)n2ncnc2n1
(27) OC(COc1cccc2ccccc12)CN1CCN(c2cccc(Cl)c2)CC1 (stereo unspecified)
assay / entry	17	18	19	20	21	22	23	24	25	26	27
MT stabilize HCS	1.7	2.1	1.2	2.3	2.2	2.0	4.9	2.6	/	6.0	/
MT stabilize HCS Hoechst-high %	1.6	1.6	2.6	2.0	1.6	1.3	1.8	1.9	/	3.1	/
MT stabilize HCS cytotoxicity %	7.8	7.0	5.4	6.3	6.9	7.9	11	5.2	/	4.2	/
Autophagy mod	i	i	i	i	i	i	i	i	/	i	/
Autophagy mod cell loss 18 h	24	8	8	6	40	0	24	10	/	-11	/
M17LAP inhibition	15%	2%	8%	7%	9%	9%	7%	-2%	2%	7%	-9%
b-catenin transl	1.2	-2.8	-1.9	-0.5	/	0.0	0.2	3.9	-1.9	-1.3	-0.9
b-catenin transl cell count 5 µM	1194	1359	1128	1424	/	1013	1050	1392	1333	1054	1399
Ins promoter up	0.62	-0.18	/	-1.4	/	-0.28	-1.1	-1.9	0.27	0.96	-0.29
Ins promoter up cell count	934	1551	/	1012	/	2076	1338	1096	990	1211	1122
K1F lysis inhibition	8.0%	/	0.0%[50 µM]	-0.1%	-0.1%	-1.3%	-0.4%	4.5%	3.3%[50 µM]	9.6%	-0.1%
M1AAP inhibition	1%	-2%	8%	-2%	9%	8%	5%	10%	4%	-3%	-2%
Dynein transport	1.2	-0.9	-0.98	0.29	0.96	-0.17	-0.069	-0.84	0.79	-0.19	0.18
Dynein transport cytoplasmic EGFP	-0.19	0.54	0.067	-0.37	-0.14	-0.14	-0.19	-0.23	-0.23	-0.22	-0.21
Dynein transport nuclear GR-EGFP	0.9	0.36	-0.21	0.26	0.34	0.18	0.28	-1	0.98	-0.3	0.69
Dynein transport cell count	0.33	0.5	1.4	0.28	0.092	-0.6	0.19	-0.011	-0.99	0.63	-0.56
CSM14.1 death rescue	-4.0%	-2.2%	0.2%	-0.3%	-0.5%	-2.8%	1.9%	0.7%	/	-2.1%	/
